# Source: PubChem
# Pin1 inh: qHTS Assay to Find Inhibitors of Pin1 | Pin1 FP peptide displacement, HiFluor488, 10 min | Potency, µM (top dose mostly 115 µM), for the others: top-dose activity, negative = inhibition, hits mostly inhibitors | hit rate 0.009% among 390,000 | AID 504891, 2011; active = well fitted inhibition curve with a large enough effect in the polarisation, with a control signal flat, not every such curve was filed as active; inconclusive = small, poorly fitted or top-dose-only effect, or effect the other way, or a change in a side signal; inactive = no such curve, though single readings can be large or run the other way; the % refers to the polarisation; note: potency is the fitted concentration of half-maximal effect; % is set by controls: 0 for no effect and ±100 for the full control effect
# GLS inhibitor: qHTS for Inhibitors of Glutaminase (GLS) | hit rate 0.21% among 410,000 | Glutaminase kidney isoform, mitochondrial (Homo sapiens), O94925 | GLS enzymatic activity, qHTS titration | AID 624170, 2012 | Potency, µM (doses to about 45.5 µM), for the others: at the highest dose activity change, negative = inhibition, hits mostly inhibitors; note: potency is the fitted concentration of half-maximal effect; % is set by controls: 0 for no effect and ±100 for the full control effect
# Target sequence (O94925 whole entry, looked up, canonical isoform): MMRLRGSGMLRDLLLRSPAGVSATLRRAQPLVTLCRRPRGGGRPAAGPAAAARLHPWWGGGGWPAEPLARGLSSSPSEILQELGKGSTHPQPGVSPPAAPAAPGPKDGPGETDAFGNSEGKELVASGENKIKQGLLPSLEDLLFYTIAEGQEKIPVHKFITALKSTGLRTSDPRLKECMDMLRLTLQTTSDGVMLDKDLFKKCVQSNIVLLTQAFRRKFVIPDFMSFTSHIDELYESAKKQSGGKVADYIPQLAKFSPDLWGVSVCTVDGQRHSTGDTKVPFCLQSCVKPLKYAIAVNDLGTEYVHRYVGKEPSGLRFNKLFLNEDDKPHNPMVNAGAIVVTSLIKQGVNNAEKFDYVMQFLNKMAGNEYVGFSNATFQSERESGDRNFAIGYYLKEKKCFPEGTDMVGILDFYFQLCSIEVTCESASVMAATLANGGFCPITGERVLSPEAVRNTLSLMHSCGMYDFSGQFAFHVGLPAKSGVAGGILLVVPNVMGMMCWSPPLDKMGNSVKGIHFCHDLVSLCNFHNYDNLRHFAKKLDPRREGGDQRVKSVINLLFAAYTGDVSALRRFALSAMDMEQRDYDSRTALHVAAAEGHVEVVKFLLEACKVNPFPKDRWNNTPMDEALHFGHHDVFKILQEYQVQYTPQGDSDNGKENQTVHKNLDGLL
#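 Read-out is an Amplex red fluorescence increase coupled through glutamate oxidase and HRP, measured before and after 30 min room-temperature incubation. hKGA is in 45 mM KH2PO4 (pH 8.2) with 0.02% Tween-20; glutamine added as 1mM solution.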
# G9a block: qHTS Assay for Inhibitors of Histone Lysine Methyltransferase G9a. Histone-lysine N-methyltransferase EHMT2 (Homo sapiens), Q96KQ7. G9a H3K9 monomethylation, AlphaScreen, 2 h. Potency, µM (highest dose often 102 µM), for the others: at the top dose activity, negative = inhibition, most hits filed as inhibitors. hit rate 8.8% among 350,000; note: potency is the fitted concentration of half-maximal effect; % is set by controls: 0 for no effect and ±100 for the full control effect; nearly all actives have a fitted effect of over 75% in size
#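 AlphaScreen read-out: biotin-H3K9 peptide (500 nM) methylation by 20 nM enzyme with 20 uM SAM, 2 h at room temperature after 15 min compound preincubation; anti-monomethyl H3K9 antibody plus donor/acceptor beads, 10 min dark.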
# PI4K2A inh: qHTS for small molecular inhibitors of PI4K2A; Phosphatidylinositol 4-kinase type 2-alpha (Homo sapiens), Q9BTU6; purified PI4K2A, ADP-Glo luminescence, 1 h; active compounds read low; activity change, negative = inhibition, % at 76.9 µM; hit rate 0.13% among 420,000; AID 1346378, 2018; in the data active = activity change below about -50%; inconclusive = mostly about -30% to -49%;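 note: -100% = wells without enzyme as full effect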
#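 Compounds are screened against recombinant PI4K2A using PI as substrate and ATP, the latter dispensed at 300 microM. Reactions run one hour at ambient temperature before ADP-Glo detection; full inhibition defined by wells lacking enzyme.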
# BAZ2B block: qHTS Assay for Inhibitors of BAZ2B. Bromodomain adjacent to zinc finger domain protein 2B (Homo sapiens), Q9UIF8. Potency, µM (highest dose often 114 µM), inactives show top-dose activity change, negative = inhibition, most hits filed as inhibitors. hit rate 4.4% among 360,000. AID 504333, 2011. AlphaScreen BAZ2B-H3K14Ac peptide displacement; note: potency is the fitted concentration of half-maximal effect; % is set by controls: 0 for no effect and ±100 for the full control effect; nearly all actives have a fitted effect of over 60% in size
#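 Complex of BAZ2B and biotin-H3K14Ac (50 nM apiece) forms over 30 min at RT, then faces library compounds up to 110 uM for another 30 min; AlphaScreen beads added, 20 min dark incubation, luminescence read.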
# PGK inhibitor: qHTS Assay to Find Inhibitors of Phosphoglycerate Kinase. Phosphoglycerate kinase, glycosomal (Trypanosoma brucei brucei), P07378. PGK/GAPDH coupled, Kinase-Glo luminescence, 60 min. Potency, µM (highest dose often 57.5 µM), without a hit: at the highest dose activity change, negative = inhibition, most hits filed as inhibitors. hit rate 0.043% among 380,000. AID 602233, 2012; note: potency is the fitted concentration of half-maximal effect; % is set by controls: 0 for no effect and ±100 for the full control effect; nearly all actives have a fitted effect of over 60% in size
# Target sequence (P07378 whole entry, looked up): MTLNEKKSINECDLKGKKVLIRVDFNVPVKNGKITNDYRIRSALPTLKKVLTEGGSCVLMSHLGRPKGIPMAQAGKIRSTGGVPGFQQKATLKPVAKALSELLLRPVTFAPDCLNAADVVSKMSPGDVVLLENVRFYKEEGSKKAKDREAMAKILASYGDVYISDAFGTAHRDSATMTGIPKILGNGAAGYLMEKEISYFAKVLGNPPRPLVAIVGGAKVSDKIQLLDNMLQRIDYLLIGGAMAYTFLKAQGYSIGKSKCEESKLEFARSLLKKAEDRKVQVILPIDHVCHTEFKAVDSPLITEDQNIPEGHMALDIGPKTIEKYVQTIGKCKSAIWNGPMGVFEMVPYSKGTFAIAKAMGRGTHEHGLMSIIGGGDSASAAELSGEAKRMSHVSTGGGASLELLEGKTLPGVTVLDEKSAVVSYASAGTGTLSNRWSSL
#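 Recombinant glycosomal PGK reaction used 1,3-bisphosphoglycerate generated in-well by GAPDH (100nM final) in 100mM TEA pH 7.6, 5mM MgCl2, 0.01% Tween-20. After 60 minutes at room temperature, ATP was read by Kinase-Glo Plus luminescence end-point.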
# POLH inh: qHTS for Inhibitors of Polymerase Eta. DNA polymerase eta (Homo sapiens), Q9Y253. recombinant Pol eta, fluorescent DNA replication assay. Potency, µM (top dose mostly 114 µM), for the others: at the highest dose activity change, negative = inhibition, actives largely listed as inhibitors. hit rate 1.2% among 390,000. AID 588591, 2011; note: potency is the fitted concentration of half-maximal effect; % is set by controls: 0 for no effect and ±100 for the full control effect
#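 Pol eta at 10 nM preincubated with compounds 15 min at room temperature; reaction started with fluorescent substrate (50 nM final) and read kinetically at 0 and 10 min.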
# HP1b binding inh: HTS for Inhibitors of HP1-beta Chromodomain Interactions with Methylated Histone Tails; AlphaScreen HP1-beta / biotin-H3K9me3 peptide binding; hit rate 0.56% among 390,000; AID 540317, 2011; Chromobox protein homolog 1 (Homo sapiens), P83916; Potency, µM (series often up to 114 µM), for inactives: top-dose activity change, negative = inhibition, usual class: inhibitors; note: potency is the fitted concentration of half-maximal effect; nearly all actives have a fitted effect of over 70% in size; inactives centre near 23
#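 Compound inhibition of the preformed complex between 50 nM HP1-beta and 50 nM biotinylated H3K9me3 peptide was read by AlphaScreen. Buffer was PBS pH 7.4 with 0.01% Tween-20. Incubations ran 30 min at room temperature, with 10 ug/mL donor/acceptor beads.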
# JMJD2A Tudor inh: qHTS Assay for Inhibitors of JMJD2A-Tudor Domain | Lysine-specific demethylase 4A (Homo sapiens), O75164 | AlphaScreen JMJD2A-Tudor / H3K4me3 peptide binding | Potency, µM (titrated, usually from 114 µM), for inactives: top-dose activity change, negative = inhibition, most hits filed as inhibitors | hit rate 4.4% among 390,000 | AID 504339, 2011; note: potency is the fitted concentration of half-maximal effect; % is set by controls: 0 for no effect and ±100 for the full control effect; nearly all actives have a fitted effect of over 50% in size
# * marks the source's active call; other numbers are inactive results; i = inactive; ? = inconclusive; . = not tested or not shown; & = joins results of further samples; ! = not confirmed by another sample; [ ] = another dose, or the depositor's remark. Unless noted, calls come from the whole dose curve; as a rule, active = well fitted curve in the direction sought with a large enough effect; inconclusive = small, poorly fitted or top-dose-only effect, or another doubt; inactive = no such curve, though single readings can be large; an effect the other way counts as inactive or inconclusive. Some of the compounds tested; the hit share may differ from the screen's.
SMILES,Pin1 inh,GLS inhibitor,G9a block,PI4K2A inh,BAZ2B block,PGK inhibitor,POLH inh,HP1b binding inh,JMJD2A Tudor inh
CCOC(=O)c1c(C)[nH]c(C)c1C(=O)COC(=O)COc1ccc(Cl)c(C)c1,-4%,-11%,-47%,-1,?,3%,?,-7%,?
COc1cccc(OCCOc2ccccc2[N+](=O)[O-])c1,-8%,-2%,.,0,.,i,-19%,103%[activator],40%[activator]
COc1ccc(NC(=O)CN(C)S(=O)(=O)c2ccccc2)cc1,-11%,10%,4%,1,7%,-5%,-13%,31%[activator],-13%
COc1ccc(/C=C/c2n[nH]c(=O)c(C#N)c2C)cc1,2%,6%,45µM*,-4,1%,5%,-1%,0%,-10%
COc1ccccc1CCNC(=O)c1cccc(NC(=O)CC2SC(N3CCCCC3)=NC2=O)c1 (stereo not drawn),-3%,-2%,.,3,.,-2%,-24%,37%,-11%
OCc1cn(-c2ccccc2)nc1-c1ccco1,10%,20%,?,1,?,-6%,12%,-3%,-33%
CC(C)(C)NC(=O)C(c1ccncc1)N(C(=O)Cn1nnc(-c2cccs2)n1)C1CCCCC1 (stereo not drawn),2%,4%,?,-1,9%,-5%,?,12%,-23%
Cc1ccc(/C=N/Nc2ncc(Cl)cc2Cl)s1,?,9%,31%,-8,7%,-4%,-9%,28%,-18%
COc1cccc(-c2cn3ncsc3n2)c1,-16%,-4%,-25%[59 µM],-7,?,-7%,1%,16%,-25%
CCC(Sc1nc2ccccc2s1)C(=O)Nc1cc(C)on1 (stereo not drawn),-2%,2%,13%[59 µM],6,9%,-2%,3%,65%,0%
COc1cccc(/C=C2/SC(=S)N(CC(=O)NC3C=CS(=O)(=O)C3)C2=O)c1 (stereo not drawn),17%,2%,-3%,3,-23%,i,-10%,12%,-15%
O=C1CN(C(=O)COC(=O)CCSc2ccccc2Cl)c2ccccc2N1,-4%,9%,-5%,4,-7%,-1%,-2%,7%,-20%
CN(C(=O)COC(=O)c1cn(-c2ccccc2)nc1-c1ccccc1)C1CCS(=O)(=O)C1 (stereo not drawn),-2%,-7%,-24%,2,-16%,-4%,-21%,39%,-12%
O=C(C1CCCCC1)N1C[C@@H](O)[C@H](n2cc(C3CC3)nn2)C[C@@H]1c1ccccc1,.,-3%,.,-1,.,1%,-13%,.,.
CC(C)CN(C(=O)CCc1ccccc1)c1c(N)n(CC(C)C)c(=O)[nH]c1=O,-4%,-1%,25%[59 µM],-1,-4%,i,-11%,6%,-18%
O=C(c1ccc(N2CCN(C(=O)c3ccc(F)c(F)c3)CC2)cc1)c1cccc(F)c1,11%,2%,22%,-4,-24%,0%,-15%,53%[activator],10%
COc1ccc(CCNC(=O)CC(NC(=O)c2ccccc2Cl)c2ccccc2)cc1 (stereo not drawn),2%,7%,0%[59 µM],0,0%,-3%,-16%,15%,-12%
CCCCn1nc2cc(C(=O)NCCc3cccs3)ccc2c1OCC,-1%,2%,6%[59 µM],-3,-2%,-9%,-17%,16%,-24%
COc1ccc2c(c1)CCc1c(C(=O)N3CCc4ccccc4C3)noc1-2,-4%,-2%,8%[59 µM],3,10%,-9%,-5%,60%[activator],6%
N#CC(C#N)=C(Nc1ccc(F)cc1)SCc1cccc(Br)c1,-2%,16%,?,8,?,-2%,?,?,?
CC(NC(=S)Nc1ccc(Cl)cc1Cl)C(c1cccs1)N1CCCC1 (stereo not drawn),-11%,19%,2%[59 µM],10,?,2%,-6%,?,?
O=C(O)c1cc([N+](=O)[O-])c(NCCC2=CCCCC2)c([N+](=O)[O-])c1,-1%,13%,50µM*,4,-27%,2%,5%,-4%,-32%
S=c1[nH]nc(Cc2n[nH]c(=S)n2-c2ccccc2)n1-c1ccccc1,-6%,8%,10µM*,5,-3%,.,-11%,40%[activator],8.9µM*
O=C(CCCN1C(=O)/C(=C/c2cccs2)SC1=S)NNC(=O)c1cccnc1,38%[activator],3%,7%[59 µM],-2,?,-10%,?,14%,-33%

# 3 compounds drawn at random from those above:
SMILES,Pin1 inh,GLS inhibitor,G9a block,PI4K2A inh,BAZ2B block,PGK inhibitor,POLH inh,HP1b binding inh,JMJD2A Tudor inh
N#CC(C#N)=C(Nc1ccc(F)cc1)SCc1cccc(Br)c1,-2%,16%,?,8,?,-2%,?,?,?
Cc1ccc(/C=N/Nc2ncc(Cl)cc2Cl)s1,?,9%,31%,-8,7%,-4%,-9%,28%,-18%
O=C1CN(C(=O)COC(=O)CCSc2ccccc2Cl)c2ccccc2N1,-4%,9%,-5%,4,-7%,-1%,-2%,7%,-20%

# (continued)
SMILES,Pin1 inh,GLS inhibitor,G9a block,PI4K2A inh,BAZ2B block,PGK inhibitor,POLH inh,HP1b binding inh,JMJD2A Tudor inh
C#CCOCCOCCOCCNc1nc(N2CCN(C(=O)Cn3cc(CCCN=C(N)N)nn3)CC2)nc(N2CCN(C(=O)[C@H]([C@@H](C)CC)n3cc(CCCCN)nn3)CC2)n1,2%,3%,?,3,7%,0%,-10%,34%,-5%
COc1ccc(N2C(=O)CCC(C(=O)N3CCN(c4ccccn4)CC3)C2c2ccc(F)cc2)cc1 (stereo not drawn),0%,-15%,0%[59 µM],1,-5%,-11%,-11%,39%[activator],-4%
O=C(O)COc1c(-c2ccco2)oc2ccccc2c1=O,2%,-2%,45µM*,-4,-2%,-8%,-5%,40%,-4%
CC(C)CN(CCNC(=O)CN1C(=O)CSc2ccc(S(=O)(=O)N3CCOCC3)cc21)CC(C)C,-1%&1%,21%&12%,-2%,-8&2,-32%&1%,1%&9%,1%&-13%,37%&43%,-9%&-13%
CC(Sc1ccc(Cl)cc1)C(=O)NCC1CCCO1 (stereo not drawn),-1%,0%,-5%,-11,9%,i,-9%,9%,-13%
Cc1cccc(/C(N)=N/OC(=O)CCC2CCCCC2)c1,-5%,-3%,18%[59 µM],-3,81%[activator],i,-22%,128%[activator],64%[activator]
Cc1ccc(S(=O)(=O)N2CCN(C(=O)c3ccc(N4CCC(C)CC4)c([N+](=O)[O-])c3)CC2)cc1,-6%,-3%,.,2,.,-6%,-10%,-14%,?
CCOC(=O)N1CCN(C(=O)c2cnn3c(C)c(Cc4ccc(C)cc4)c(C)nc23)CC1,-1%,-9%,-7%,7,-2%,-12%,-17%,32%,-3%
CCCNC(=O)CSc1nc(-c2cccs2)cc(C(F)(F)F)n1,4%,4%,35%,4,4%,-5%,-3%,14%,-6%
CCn1c(O)c2ccc(C(=O)N=NC(=O)c3cccnc3)cc2c1O,-5%,0%,-28%,2,1%,-1%,-12%,4%,-12%
O=C(Nc1cccnc1)c1ccc(CSc2ccccc2)cc1,-3%,-7%,5%,-1,-7%,-5%,-21%,58%[activator],-8%
O=C(O)Cn1nnc(COc2ccccc2)n1,-3%,8%,3%[59 µM],-3,3%,i,-3%,6%,-10%
Cc1c(C(=O)Nc2cccc([N+](=O)[O-])c2)cnn1-c1ccccc1,?,2%,.,-2,-5%,i,-1%,9%,-21%
COc1ccc(-c2cc(=O)[nH]c(=S)[nH]2)cc1,?,-21%,50µM*,2,-36%,10%,-1%,37%,-13%
O=c1oc(-c2ccccc2F)nc2c1cnn2-c1ccccc1,2%,18%,-1%[12.7 µM],22,9%,-2%,0%,21%,-20%
COc1ccccc1NC(=O)c1cc[n+]([O-])cc1,3%,4%,18%[0.501 µM],3,13%,6%,-6%,23%,-9%
CCCN1C2CCCC1CC(NC(=S)Nc1cccc(C)c1)C2 (stereo not drawn),-2%,6%,1%,8,5%,-10%,0%,10%,2%
CCc1cccc(CC)c1NC(=O)CCS(=O)(=O)c1ccc2c(c1)CCN2C(C)=O,-9%,0%,0%[59 µM],-8,.,i,-8%,46%[activator],-3%
CCc1nc2ccc(C(=O)N3CCN(c4cccc(C)c4C)CC3)cc2nc1CC,5%&6%,6.3µM*!,0%,0&5,-24%[57.1 µM],8%,-24%&-7%,8%&20%,-15%
CCOC(=O)c1nn(-c2ccc(F)cc2)c2nc(Nc3ccccc3)cc(=O)n12,1%,2%,10%[59 µM],1,-1%,-4%,-6%,17%,-2%
CCCCn1nc(C(=O)N2CCc3ccccc32)c2ccccc2c1=O,-1%,-10%,-4%[59 µM],-4,-2%,i,-13%,49%[activator],1%
CCOC(=O)c1cccc(NC(=O)/C(=C\c2ccccc2)NC(=O)c2ccccc2Cl)c1,3%,18%,-1%,0,-4%,1%,-3%,11%,-6%
O=C(Nc1ccnn1C1CCN(C(=O)c2cccnc2)CC1)c1cccc(F)c1,.,5%,.,2,.,-8%,-13%,.,.
CC(C)Oc1ccc(OCCSc2nc3ccccc3n2CC(=O)O)cc1,-3%,1%,50µM*,-2,-29%,-1%,-3%,14%,-15%
CC(=NCC1CCNCC1)C1=C(O)CC(C)(C)CC1=O,-2%,9%,-36%[59 µM],-3,-2%,2%,-7%,26%,-8%
